Screening results from PubChem.
NTR1 agonist – NTR1-driven beta-arrestin-GFP spot formation – imaging, U2OS cells, high content, primary screen (AID 493036). agonist mode. activation, % at 20 µM. 330,000 tested, 0.17% active;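 active means activation at or above 40% of the spot to cytoplasm intensity ratio, with at least 20 cells analyzed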;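 further: 0% = DMSO without peptide and 100% = 100 nM NTR1 peptide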
Target sequence (P30989 whole entry, looked up): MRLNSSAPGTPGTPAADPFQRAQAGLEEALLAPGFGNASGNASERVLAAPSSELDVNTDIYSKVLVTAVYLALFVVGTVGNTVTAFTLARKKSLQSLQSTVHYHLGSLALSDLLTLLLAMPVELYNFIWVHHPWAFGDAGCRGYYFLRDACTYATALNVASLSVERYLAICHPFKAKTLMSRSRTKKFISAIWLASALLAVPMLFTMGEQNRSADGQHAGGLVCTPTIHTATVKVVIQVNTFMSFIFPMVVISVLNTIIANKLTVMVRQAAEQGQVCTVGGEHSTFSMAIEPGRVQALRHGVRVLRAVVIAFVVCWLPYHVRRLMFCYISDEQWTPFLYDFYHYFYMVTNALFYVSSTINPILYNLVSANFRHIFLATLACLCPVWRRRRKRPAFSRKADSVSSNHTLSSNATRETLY
Siah-1 displacement – Siah-1 peptide-binding antagonists, primary screen, biochemical, fluorescence polarization, rhodamine-plectin, uHTS (AID 1817); Siah-1 / rhodamine-plectin peptide fluorescence polarization; higher % means a stronger effect; one-dose displacement, % at 20 µM; IC50 in µM for titrated hits; 290,000 tested, 0.02% active;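 active means displacement of at least 50% at 20 µM, with a fluorescence ratio check between 0.3 and a set limit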;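 further: plate controls were Siah plus tracer with DMSO for no effect and tracer alone without Siah for full effect; strong numbers were not always called active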
GPR55 LPI antagonism – inhibition of LPI-stimulated GPR55 beta-arrestin translocation – imaging, U2OS, beta-arrestin-GFP, LPI agonist, primary screen (AID 2013). U2OS GPR55 beta-arrestin-GFP translocation imaging, LPI antagonism; higher % means a stronger effect. inhibition, % at 10 µM; hits with a dose series show IC50 in µM. 290,000 tested, 0.13% active;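 active means spots per cell inhibited over 60%, with over 100 cells counted and total cytoplasm intensity under 500,000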;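 further: U2OS cells stably carrying GPR55 and arrestin-GFP stimulated by 5 µM LPI near EC80; imaged beta-arrestin-GFP aggregate spots per cell after agonist stimulation; plate controls were LPI-stimulated DMSO wells for no effect and DMSO wells without LPI for full effect; some results filed as inactive read as strong as hits; confirmed hits need IC50 under 10 µM and bright autofluorescent wells are also inconclusive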
Myeloid diff 2 – promotes myeloid progenitor differentiation | ER-HoxA9 myeloid progenitors, lysozyme-GFP differentiation, flow cytometry | calls only at 10 µM | 360,000 tested, 1% active | AID 624256;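 active means normalized GFP-positive differentiation at or above the plate's own cutoff, the solvent-only control mean plus 3 SD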;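 further: cells exposed to compound for four days before flow analysis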
Rac1 GTP hydrolysis – MgcRacGAP GTPase-activating activity inhibitors, confirmation, biochemical, ADP Hunter fluorescence; MgcRacGAP-stimulated Rac1 GTP hydrolysis, ADP Hunter fluorescence; higher % means a stronger effect; GST-tagged Rac1 F28L mutant substrate; inhibition, % at 30 µM, or IC50 in µM where a hit was titrated; 340,000 tested, 0.6% active;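 active means first-screen hits whose inhibition reached a set limit at any dose in the follow-up dose series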;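 further: fluorescence reports GDP produced by GAP-driven GTP hydrolysis; strong numbers were not always called active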
PhoP inhibition – PhoP-dependent GFP reporter repression – Salmonella Typhimurium, primary screen (AID 1863) | S. Typhimurium PhoP-regulated promoter GFP reporter, 4 h; higher % means a stronger effect | inhibition, % at 50 µM; hits with a dose series show IC50 in µM | 300,000 tested, 0.16% active;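 active means inhibition over 29.93%, a cutoff 3 SD above the screen mean, later confirmed by dose response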;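 further: 0% = low Mg2+ inducing control and 100% = high Mg2+ repressing control; strong numbers were not always called active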
LYP inhibition – inhibitors of LYP phosphatase, biochemical, fluorescence intensity, uHTS (AID 1779) | recombinant LYP phosphatase, fluorescence intensity; higher % means a stronger effect | inhibition, % at 11.5 µM; hits with a dose series show IC50 in µM | 290,000 tested, 0.054% active; in the data active means inhibition above about 50%;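 further: plate controls were vehicle with enzyme for no effect and no enzyme for full effect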
HIV fusion peptide – inhibitors of HIV fusion peptide binding, primary screen, biochemical, uHTS, fluorescence dequenching (AID 1986); cell-free peptide binding, fluorescence dequenching, 30 min; higher % means a stronger effect; one-dose inhibition, % at 20 µM; IC50 in µM for titrated hits; 290,000 tested, 0.3% active; in the data active means inhibition mostly above about 52%, no sharp cut-off; inactive means mostly below about 76%; further: some results filed as inactive read as strong as hits
GPR35 antagonists – inhibition of zaprinast-stimulated GPR35 beta-arrestin translocation – imaging, U2OS, beta-arrestin-GFP, zaprinast agonist, primary screen (AID 2058); U2OS GPR35 beta-arrestin-GFP translocation imaging, zaprinast antagonism; higher % means a stronger effect; 290,000 tested, 0.052% active; inhibition, % at 10 µM; hits with a dose series show IC50 in µM;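 active means inhibition of at least 50% with at least 30 cells and total cytoplasm GFP at most 10,000,000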
NTR1 agonist cell count 20 µM – also measured in NTR1 agonist; calls as there; cell count; measured here: cell count, cytotoxicity flag
Myeloid diff 2 GFP+ MAC1+ % – recorded beside Myeloid diff 2, whose call it bears; GFP+ MAC1+ double positive, %; measured here: differentiation confirmed by MAC1 staining
The depositor's hits bear a star; i = inactive; . = not tested or not shown. No enrichment for hits, and some 2.4% of all compounds hit somewhere here.

SMILES	NTR1 agonist	NTR1 agonist cell count 20 µM	Siah-1 displacement	GPR55 LPI antagonism	Myeloid diff 2	Myeloid diff 2 GFP+ MAC1+ %	Rac1 GTP hydrolysis	PhoP inhibition	LYP inhibition	HIV fusion peptide	GPR35 antagonists
O=C(CSc1nncs1)N1CCN(S(=O)(=O)c2ccccc2)CC1	0.7	63	8%	-21%	i	0.5	2%	5%	-6%	-1.3%	-10%
COc1ccc(C(=O)OCC(=O)c2ccccc2)cc1S(=O)(=O)N1CCOCC1	-0.8	83	-3%	-6%	i	1.3	6%	-6%	-8%	-1.6%	11%
O=C(N/N=C/C(Br)=C/c1ccccc1)c1ccccc1[N+](=O)[O-]	-1.3	17	8%	10%	i	0.0	17%	0%	-9%	1.5%	5%
Cc1cc(C(=O)NCc2cccc(Cl)c2)c2ccccc2n1	11	54	0%	-6%	i	5.5	4%	-9%	-2%	1.0%	6%
COc1ccccc1-n1cc(C(=O)NCC(=O)N2CCN(c3ccccc3)CC2)c2ccccc2c1=O	-2.3	67	0%	4%	i	1.6	4%	-3%	-12%	0.8%	14%
CCN1C(=O)[C@H]2[C@@H](c3ccc(-c4ccc(Cl)c(Cl)c4)cc3)N[C@@](CC(C)C)(C(=O)OC)[C@H]2C1=O	2.8	75	.	.	i	1.5	11%	-1%	.	.	.
Cc1ccc(C)n1NC(=O)c1ccccc1[N+](=O)[O-]	0.6	86	0%	-5%	i	0.1	-15%	4%	-1%	-0.6%	18%
O=C1CCCN1CCCNc1ccc2nnc(CCC(=O)N3CCN(c4ccccc4)CC3)n2n1	0.5	43	-5%	-10%	i	1.8	3%	3%	-15%	-0.9%	-6%
Cc1ccc(-c2noc(CCC(=O)N(C)c3ccccc3C)n2)cc1	2.0	67	0%	-3%	i	0.6	6%	-11%	3%	1.5%	4%
CC1CCCCC1NC(=O)Cn1cnc2ccccc2c1=O (centres undefined)	1.5	39	1%	3%	i	0.7	9%	4%	-3%	-1.6%	4%
CC1=C(C(=O)Nc2ccc(F)c(F)c2)C(c2cccs2)NC(=S)N1 (centres undefined)	2.4	48	4%	2%	i	0.4	9%	-8%	-6%	1.2%	-8%
COc1c(C)cc(Br)cc1C(=O)O	1.0	57	-4%	-8%	i	14	-10%	-15%	-2%	0.1%	18%
Cc1ccn(-c2n[nH]c(C)c2[N+](=O)[O-])n1	0.9	43	1%	-10%	i	0.3	4%	5%	-11%	1.7%	0%
CCn1nc(NS(=O)(=O)c2ccccc2)c2cc3cccc(C)c3nc21	0.8	94	1%	-7%	i	0.9	13%	-10%	1%	12%	7%
COc1ccc(NC(=O)CCN2CCN(Cc3ccccc3)CC2)c(OC)c1	-0.6	65	-8%	18%	i	0.3	6%	-1%	-3%	-1.7%	0%
COC(=O)CCC(=O)OC1(C)C(=O)C=C2C=C(c3ccsc3)OC=C2C1=O (centres undefined)	-3.8	92	.	.	i	0.5	4%	3%	.	.	.
COc1ccc(CC(NC(=O)c2ccccc2)C(=O)NCC(=O)O)cc1 (centres undefined)	1.5	52	7%	10%	i	0.8	4%	9%	-7%	-1.5%	1%
Cc1nnsc1S(=O)(=O)Cc1ccccc1C(F)(F)F	1.0	56	23%	3%	i	1.2	1%	-10%	-5%	1.1%	6%
O=C(NCC1CCCO1)c1cccc(Br)c1 (centres undefined)	3.9	49	-3%	2%	i	0.6	0%	-1%	-4%	1.7%	2%
COc1cccc(-c2nc3ccc(C(=O)NC(C)Cc4cccnc4)cc3o2)c1 (centres undefined)	-0.8	61	4%	4%	i	0.6	9%	1%	-8%	2.0%	-13%
O=C(c1cc2ccccc2c(=O)o1)N1CCCCCC1	1.5	49	1%	-6%	i	0.5	8%	-7%	1%	-2.7%	3%
Cc1ccccc1S(=O)(=O)NCc1ccc(N2CCN(C)CC2)cc1	-0.6	49	-1%	-5%	i	0.2	.	8%	-7%	0.6%	4%
COC(=O)c1sccc1-n1cccc1C(=O)C(=O)N1CCCC1	0.6	31	-2%	-5%	i	0.8	6%	0%	-10%	-1.6%	-2%
CNC(=O)/C(C#N)=C/c1c(N2CCN(c3ccccc3)CC2)nc2c(C)cccn2c1=O	0.0	56	10%	6%	.	.	6%	0%	-26%	3.1%	-2%
O=C(CCNC(=O)N1CCn2c1nc1ccccc12)NCc1ccccc1Cl	0.8	57	4%	6%	i	2.4	8%	-3%	-11%	0.3%	5%

The listing continues:
SMILES	NTR1 agonist	NTR1 agonist cell count 20 µM	Siah-1 displacement	GPR55 LPI antagonism	Myeloid diff 2	Myeloid diff 2 GFP+ MAC1+ %	Rac1 GTP hydrolysis	PhoP inhibition	LYP inhibition	HIV fusion peptide	GPR35 antagonists
COc1ccc(S(=O)(=O)c2c(O)c3ccc(C(=O)Nc4ccccc4)cc3[nH]c2=O)cc1	0.4	59	3%	5%	i	4.1	5%	-2%	-10%	8.8%	-17%
O=C(Nc1cc(Cl)ccc1-n1cncn1)c1cc(S(=O)(=O)N2CCOCC2)ccc1F	1.3	59	0%	14%	i	1.0	-1%	8%	-6%	2.2%	-4%
CC(C)CCn1cnc2c(oc3nc4c(cc32)CCCC4)c1=O	2.1	33	5%	2%	i	0.3	5%	-7%	2%	0.1%	-14%
Cc1ccsc1/C=C(\C#N)C(=O)NC1CCS(=O)(=O)C1 (centres undefined)	1.6	39	-8%	1%	i	0.6	5%	3%	-2%	-1.9%	4%
Cc1cccc(-n2c(N)cc(=O)[nH]c2=S)c1C	0.8	63	-1%	3%	i	0.7	-12%	33%	4%	0.3%	13%
CCCCNS(=O)(=O)c1ccc2nc(SCC(=O)Nc3sccc3C#N)[nH]c2c1	5.0	60	-2%	-11%	i	0.5	5%	0%	-5%	15%	1%
O=C(NC1CCS(=O)(=O)C1)Oc1ccc(Cl)cc1 (centres undefined)	-1.7	94	-1%	6%	i	2.2	1%	0%	2%	2.7%	6%
CC(C)(C)S(=O)(=O)c1c(C(=O)O)cccc1C(=O)O	-0.1	98	2%	2%	i	0.4	6%	-1%	-1%	1.4%	2%
O=C(CSc1nnc(-c2ccccc2)o1)c1ccc2c(c1)OCCO2	1.4	72	-4%	3%	i	1.6	2%	-5%	-15%	13%	30%
COc1ccc(C)cc1NC(=O)Nc1ccc2c(c1)CCC2	4.2	60	-3%	7%	i	1.2	-1%	3%	-5%	-0.8%	-2%
CCC(CC)C(=O)Nc1ccc(C(=O)c2ccccc2)cc1	-2.2	61	0%	4%	i	0.6	5%	-7%	-5%	1.3%	2%
O=S(=O)(Nc1ccc(S(=O)(=O)N2CCOCC2)cc1)c1ccccc1	-0.8	44	-3%	7%	i	0.3	13%	1%	-9%	-1.2%	-3%
COc1ccc(C)cc1NC(=O)CN1CCN(S(=O)(=O)c2ccc(Br)cc2)CC1	7.5	51	-3%	7%	i	0.9	3%	-13%	-5%	-0.7%	3%
CC(C)(C)n1nnnc1C(c1cccnc1)N1CCN(c2ccccc2)CC1 (centres undefined)	-0.9	49	3%	6%	i	0.5	12%	3%	-6%	-0.7%	9%
N#Cc1c(N)nc2c(c1-c1cccs1)CCCC2	-0.1	80	-2%	11%	i	0.2	5%	-2%	-4%	-0.4%	10%
CN1/C(=C\C(=O)C(F)F)C(C)(C)c2ccccc21	1.7	53	2%	7%	i	0.7	13%	-7%	-1%	-0.3%	-2%
Cc1nn(CCOc2ccccc2)c(=O)n1-c1ccccc1	-0.6	63	0%	-1%	i	0.9	7%	8%	-5%	1.7%	0%
COc1nc(SC)nc(Cl)c1Cc1ccc(OC(C)C)cc1	1.4	50	-4%	3%	i	0.1	0%	7%	-7%	0.0%	-11%
CC(=O)Nc1ccc(SCC(=O)N2CCN(S(=O)(=O)c3ccccc3)CC2)cc1	2.0	52	3%	12%	.	.	6%	-4%	-2%	1.0%	8%
Cc1ccc2nc(-c3ccc(NC(=S)NC4CC(C)(C)NC(C)(C)C4)cc3)sc2c1	-1.5	26	-4%	34%	.	.	13%	3%	-6%	0.0%	22%
CCOC(=O)N1CCN(C(=O)c2ccc(SC)cc2OC)CC1	-0.1	36	11%	10%	i	0.2	6%	2%	-6%	0.6%	-9%
COC(=O)/C=C1\S/C(=N/NC(=O)c2ccc(OC)cc2)NC1=O	1.2	43	10%	18%	i	0.3	6%	-3%	0%	3.2%	-1%
O=C(CC1C(=O)NCCN1Cc1ccc(Cl)c(F)c1)NC1CCC1 (centres undefined)	0.1	73	-1%	11%	i	6.6	2%	-5%	4%	3.7%	-2%
CCN(C(=O)c1cccs1)c1nnc(-c2ccncc2)s1	-0.2	43	7%	4%	i	1.0	0%	-9%	4%	-2.1%	1%
CCOC(=O)C1CCN(C(=O)COC(=O)Cc2ccc(Cl)cc2)CC1	1.8	80	0%	-13%	i	0.8	6%	5%	-10%	-0.4%	0%

3 of the entries above in order of the PhoP inhibition value, ascending:
canonical_smiles | PhoP inhibition
Cc1nnsc1S(=O)(=O)Cc1ccccc1C(F)(F)F | -10%
COc1nc(SC)nc(Cl)c1Cc1ccc(OC(C)C)cc1 | 7%
Cc1ccccc1S(=O)(=O)NCc1ccc(N2CCN(C)CC2)cc1 | 8%

More entries.
SMILES	NTR1 agonist	NTR1 agonist cell count 20 µM	Siah-1 displacement	GPR55 LPI antagonism	Myeloid diff 2	Myeloid diff 2 GFP+ MAC1+ %	Rac1 GTP hydrolysis	PhoP inhibition	LYP inhibition	HIV fusion peptide	GPR35 antagonists
CC(=O)Nc1sc(N/N=C\c2cccc(Cl)c2)nc1-c1cccs1	0.3	57	-3%	7%	i	3.1	8%	7%	-4%	1.9%	-6%
CC(O)Cc1nsc(NC(=O)c2cccs2)n1 (centres undefined)	-4.1	49	1%	20%	i	4.0	8%	9%	-9%	-0.7%	-14%
Cc1[nH]c2ccc(-c3nnc(SCC(=O)c4ccccc4F)o3)cc2c1C	7.2	62	-4%	6%	i	1.4	15%	-4%	-8%	-1.6%	8%
CCCC(=O)Oc1ccc(C2NC(=O)c3ccccc3O2)cc1OC (centres undefined)	-1.1	56	-6%	6%	i	0.3	19%	3%	-8%	-1.1%	10%
O=C(CSc1ncccc1C(=O)O)c1cccc(C(F)(F)F)c1	-0.7	62	2%	-11%	i	0.0	11%	3%	-3%	3.1%	0%
CSc1nc(N)nc(SCC(=O)C23CC4CC(CC(C4)C2)C3)c1C#N	45*	40*	2%	7%	i	4.3	-3%	-4%	-3%	-1.9%	-17%
COC(=O)c1cnn(C(=O)c2cc(OC)ccc2Br)c1N	-0.8	53	1%	1%	i	2.2	-1%	0%	-3%	0.0%	13%
COc1ccc2c(c1)/C(=N/N1C(=O)c3ccccc3C1=O)C(=O)N2	-1.0	89	-3%	0%	.	.	.	-1%	-16%	0.4%	-6%
Cc1c(CN2CCCC(C)C2)c(O)n(CCO)c(=O)c1C#N (centres undefined)	-1.1	57	6%	-2%	i	0.2	0%	1%	-4%	59%	0%
